# D1 ag: agonists of human D1 dopamine receptor; 360,000 compounds, 1% hits; activation, % at 2 µM; HEK293 T-REx D1 cells, calcium flux, agonist mode; P21728; note: 0% is about no effect
# Target sequence (P21728 whole entry, looked up): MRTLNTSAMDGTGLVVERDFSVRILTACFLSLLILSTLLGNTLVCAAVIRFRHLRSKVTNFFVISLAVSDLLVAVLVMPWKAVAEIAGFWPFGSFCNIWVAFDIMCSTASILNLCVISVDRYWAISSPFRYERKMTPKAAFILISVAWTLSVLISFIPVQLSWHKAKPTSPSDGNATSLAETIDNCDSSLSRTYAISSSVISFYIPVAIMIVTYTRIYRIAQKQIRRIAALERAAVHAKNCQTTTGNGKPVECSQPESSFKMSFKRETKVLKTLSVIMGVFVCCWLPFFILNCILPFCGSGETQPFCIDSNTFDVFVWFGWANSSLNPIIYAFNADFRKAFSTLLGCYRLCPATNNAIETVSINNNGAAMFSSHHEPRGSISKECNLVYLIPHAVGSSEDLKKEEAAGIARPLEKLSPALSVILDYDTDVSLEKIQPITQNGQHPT
#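 Tetracycline-induced HEK293 TREx D1 cells, force-coupled to calcium signalling, were dye-loaded with a no-wash calcium kit. Compound was pin-added after a 10 s baseline. Fluorescence was read kinetically at 1 cycle/s for 180 s, with calcium rises flagged as agonism.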
# D2 ag: activates the human D2 dopamine receptor | HEK293 T-REx D2 cells, calcium flux agonist mode | activation, % at 2 µM | 340,000 compounds, 0.53% hits;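 active = activation over 3 SD above normal in the single-dose calcium agonist read, cut at about 30% in these data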; note: 0% is about no effect
# Target sequence (P14416 whole entry, looked up): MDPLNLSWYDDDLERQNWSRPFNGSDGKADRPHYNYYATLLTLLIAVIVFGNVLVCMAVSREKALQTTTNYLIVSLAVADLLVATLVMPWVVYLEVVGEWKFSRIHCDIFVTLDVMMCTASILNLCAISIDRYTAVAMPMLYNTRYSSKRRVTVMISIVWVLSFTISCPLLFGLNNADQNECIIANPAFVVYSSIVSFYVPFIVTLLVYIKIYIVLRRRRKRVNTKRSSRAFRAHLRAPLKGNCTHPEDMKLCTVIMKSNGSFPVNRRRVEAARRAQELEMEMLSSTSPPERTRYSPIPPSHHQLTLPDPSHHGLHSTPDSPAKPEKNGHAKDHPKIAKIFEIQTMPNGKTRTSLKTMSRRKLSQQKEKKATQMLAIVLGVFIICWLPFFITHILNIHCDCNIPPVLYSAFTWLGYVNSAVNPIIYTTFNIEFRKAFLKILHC
#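 Tetracycline-induced HEK293 T-REx cells with force-coupled D2 receptor, plated overnight at 30 C, loaded with no-wash calcium dye. After a 10 s baseline, compound was pin-added and calcium flux read kinetically for 180 s; calcium rises flagged agonists.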
# TRHR agonist: activates the human TRH receptor | P34981 | TRHR cells, calcium flux fluo-8, FDSS agonist mode | activation, % at 2 µM | 360,000 compounds, 0.18% hits | AID 493084; note: 0% is about no effect
#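 Read-out: compound-evoked intracellular calcium rise in TRHR cells, fluo-8 dye, kinetic FDSS fluorescence at 1 s/cycle following a 10-cycle baseline. Cells cultured overnight before dye loading (30 min–1.5 h, RT).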
# D2 antag: antagonists of human D2 dopamine receptor. P14416. HEK293 TREx D2 cells, calcium flux, dopamine EC80. inhibition, % at 10 µM. 340,000 compounds, 2% hits. AID 485344; in the data active = inhibition above about 30%; note: 0% is about no effect
#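 Calcium flux kinetic readout in an inducible HEK293 TREx D2 line plated overnight at 30 C. After 180 s compound exposure, an EC80 dopamine challenge follows with another 180 s kinetic read to detect antagonism.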
# TRHR PAM: allosteric enhancers of human TRH receptor; P34981; TRHR cells, fluo-8 calcium fluorescence, EC20 TRH enhancement; enhancement, % at 2 µM; 360,000 compounds, 0.66% hits; AID 493056; in the data active = enhancement above about 30%; note: 0% is about no effect
#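 Enhancer read-out: after compound pinning and an initial kinetic agonist-mode read, an EC20 of TRH (10 nM final) was injected and fluo-8 calcium signal (Ex 480/Em 530) followed at 1 s/cycle for 100 cycles in TRHR-expressing cells.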
# D1 antagonist: blocks dopamine activation of the human D1 receptor | P21728 | HEK293 TREx D1 cells, calcium flux, dopamine EC80; stronger effect = lower value | activity change, negative = inhibition, % at 10 µM | 360,000 compounds, 3.2% hits | AID 504652; in the data active = activity change below about -30%; note: % is set by controls: 0 for no effect and ±100 for the full control effect
#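 Tetracycline-induced HEK293 Trex D1 cells, force-coupled to calcium, dye-loaded; compounds added and read 180 s, then EC80 dopamine added and calcium flux tracked kinetically another 180 s.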
# D2 PAM: D2 dopamine receptor (human) potentiation; P14416; HEK293 T-REx D2, calcium flux, EC20 dopamine potentiation; potentiation, % at 10 µM; 340,000 compounds, 0.34% hits; AID 485347;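 active = potentiation over 3 SD above the plate norm, cut at about 30% in these data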; note: 0% is about no effect
#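 Primary screen. Calcium kinetics in induced HEK293 T-REx D2 cells: compound pre-addition 180 s, EC20 dopamine, 180 s more.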
# RXFP1 antagonist: antagonists of human relaxin receptor RXFP1. AID 1259400. Q9HBX9. 350,000 compounds, 0.59% hits. activity change, negative = inhibition, % at 57.5 µM. HEK293-RXFP1, relaxin-stimulated cAMP HTRF, 30 min; stronger effect = lower value;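 active = activity change of -60% or lower, but not beyond a set lower limit; inconclusive = change between -60% and -40%, or beyond the set limit; inactive = change above -40%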; note: % is set by controls: 0 for no effect and ±100 for the full control effect
# D1 PAM: human D1 dopamine receptor positive modulation; potentiation, % at 10 µM; HEK293 TREx D1 cells, calcium flux, dopamine EC20 potentiation; P21728; AID 504651; 360,000 compounds, 0.036% hits; in the data active = potentiation above about 30%; note: 0% is about no effect
# An asterisk follows results filed as active; ? = inconclusive; . = no result given. Cut-off read from the data, not from the text of the source, unless noted: active = activation above about 30%; inactive = the rest. Rows are unselected. Share with any hit: about 7.1%.
smiles,TRHR agonist,TRHR PAM,D1 PAM,D2 ag,D2 PAM,D1 ag,RXFP1 antagonist,D1 antagonist,D2 antag
Cc1ccsc1-c1n[nH]c(=S)n1C1CCCCC1,-0.7,1,-8,-0.1,11,0,4,3,-7
COCCNC(=O)C(=O)NCCN1CCOCC1,0.8,3,2,-0.1,17,1,-3,-1,-27
CCCc1ccc(C(=O)NNc2ccccc2F)cc1,-0.6,3,-2,0.1,7,1,0,-2,-8
CCc1cccc(C)c1NC(=O)C(CC)Sc1nc2ccncc2[nH]1 (centres undefined),0.8,1,0,1.2,6,-3,-13,-13,.
Cc1ccc2[nH]c(=O)c(CN(Cc3ccco3)C(=O)c3cccs3)cc2c1,0.4,1,-2,-0.9,10,0,.,14,-1
Cc1ccc(C)c(NS(=O)(=O)c2cc(Br)cnc2N)c1,-0.1,-2,-4,-0.2,5,0,4,-9,11
COc1cccc(C(=O)/C=C2\Sc3ccccc3N2C)c1,-1.9,-4,4,-1.0,0,3,-29,-8,-13
Nc1ncnc(Nc2ccccc2Cl)n1,0.7,-1,-3,0.8,-2,3,-5,2,9
CC1CCC/C(=N\NC(=O)c2ccncc2)C1 (centres undefined),0.5,-2,-5,0.0,5,5,-2,-13,-6
CCCCCCCCCC[N+](C)(C)CC/C=C1/c2ccccc2Sc2ccc(Cl)cc21,1.4,8,-4,0.6,-22,53*,-15,6,20
O=C(O)CCCn1cc(NC(=O)c2c(F)cccc2F)cn1,0.3,1,1,-0.4,-1,1,4,4,11
Cc1c(C(=O)O)oc2ccc(S(=O)(=O)N3CCCC3)cc12,0.0,12,5,-0.5,8,-1,2,9,-10
CN1CC2([N+](=O)[O-])CC=C(OCCO)C([N+](=O)[O-])(C1)C2 (centres undefined),0.4,0,9,0.1,12,2,3,-18,3
Cc1cc2nc(N=C(N)N)nc(C)c2cc1C,0.6,-7,-8,1.7,-3,1,-5,7,19
O=C(c1cc(-c2cccnc2)nc2ccccc12)N1CCN(S(=O)(=O)c2cccs2)CC1,-0.5,-6,-2,-0.2,2,1,-2,-7,-34
CCC1=C(OC(=O)N(CC)CC)N2C(=O)OC(=NCC3CC3)[C@]2(Cc2ccccc2)[C@H]2C1=CC[C@H]1C(=O)NC(=O)[C@H]12,-1.1,-2,14,-0.7,12,3,.,56,-27
COc1cccc(NC(=O)CN(C)C(=O)c2cc(-c3ccco3)nc3ccccc23)c1,-0.1,14,-4,-0.5,-4,2,-32,-7,9
c1ccc(-c2oc3ncnc(NCCN4CCOCC4)c3c2-c2ccccc2)cc1,0.5,-4,-1,0.3,-11,1,-2,7,-7
COc1ccccc1Cn1c(=O)oc2ccc(C)cc21,-1.4,-6,-1,-0.8,2,1,-19,1,11
Cc1noc(COc2ccccc2OCC(O)CNC(C)(C)C)n1 (centres undefined),0.8,-3,-2,0.2,-13,1,-4,2,-12
CCC(CC)c1nnc(NC(=O)Cc2ccccc2[N+](=O)[O-])s1,2.0,8,2,8.6,3,29,-38,14,-10
COc1ccc(-c2ccc(CCC(=O)O)n2CC(=O)Nc2ccccc2C)cc1,0.5,-4,0,0.2,1,3,-16,-8,-7
Cc1cc(NC(=O)CSc2ncc(CO)n2Cc2ccc(F)cc2)no1,-0.5,-9,5,0.3,-7,0,-14,-10,0
CCN(c1cccc(C)c1)S(=O)(=O)c1cc(Br)cc2c1N(C(C)=O)C(C)C2 (centres undefined),-0.3,4,2,-0.6,-3,1,.,-2,.
O=C(c1cc(Cl)nc2ccccc12)N1CCN(S(=O)(=O)c2ccccc2[N+](=O)[O-])CC1,0.4,2,-9,-0.5,14,3,-4,-18,9
COC(=O)c1ccc(CNC(=O)CSc2nnc(COc3ccccc3)n2C)o1,0.2,5,-5,-0.9,22,0,-1,9,9
NC(=O)c1ccccc1NC(=O)CSc1cn[nH]n1,-0.5,8,-3,-3.1,.,-1,11,4,-7
NC(=O)C1CCCN(C(=O)c2ccc3c(c2)NC(=O)CS3)C1 (centres undefined),0.7,-3,1,0.4,-7,1,-2,20,-5
CCOc1ccc(N=Nc2c(=O)[nH]n3c(=O)c4c([nH]c23)CCCC4)cc1,-0.3,-9,-9,-0.5,2,1,-4,14,0
O=C(Nc1ccc(O)c(-c2nc3ccccc3o2)c1)c1sc2ccccc2c1Cl,0.4,1,0,1.5,-16,0,.,-30*,.

# Reformatted field by field: part of the list above
structure: Cc1ccsc1-c1n[nH]c(=S)n1C1CCCCC1
  TRHR agonist: -0.7
  TRHR PAM: 1
  D1 PAM: -8
  D2 ag: -0.1
  D2 PAM: 11
  D1 ag: 0
  RXFP1 antagonist: 4
  D1 antagonist: 3
  D2 antag: -7
structure: COCCNC(=O)C(=O)NCCN1CCOCC1
  TRHR agonist: 0.8
  TRHR PAM: 3
  D1 PAM: 2
  D2 ag: -0.1
  D2 PAM: 17
  D1 ag: 1
  RXFP1 antagonist: -3
  D1 antagonist: -1
  D2 antag: -27
structure: CCCc1ccc(C(=O)NNc2ccccc2F)cc1
  TRHR agonist: -0.6
  TRHR PAM: 3
  D1 PAM: -2
  D2 ag: 0.1
  D2 PAM: 7
  D1 ag: 1
  RXFP1 antagonist: 0
  D1 antagonist: -2
  D2 antag: -8

# Remaining list, next part:
smiles,TRHR agonist,TRHR PAM,D1 PAM,D2 ag,D2 PAM,D1 ag,RXFP1 antagonist,D1 antagonist,D2 antag
CCOc1ccc(C(=O)NCc2ccccc2OC)cc1,-0.1,6,3,-2.3,-7,8,-8,-4,2
CS(=O)(=O)c1cccc(S(=O)(=O)N2CCCCCC2)c1,0.6,-10,-2,0.5,-4,3,2,-5,0
COc1ccc(C)cc1NC(=O)Nc1ccccc1,-1.0,2,-5,-1.4,-22,1,-10,3,-25
CC1CCN(CCCNC(=O)c2cn(C)c3ccc(S(=O)(=O)N4CCCC4)cc3c2=O)CC1,0.3,2,-3,-2.0,-2,2,-1,-12,-9
COc1ccccc1CN1CC(C(=O)NCCN(C)CCc2ccccc2)CCC1=O (centres undefined),-0.2,9,1,46*,-16,1,4,6,24
COC(=O)c1sccc1NC(=O)Nc1ccc(OC)c(OC)c1,-2.4,13,-5,-0.4,11,0,-6,1,2
O=[N+]([O-])c1ccccc1Oc1ncccc1[N+](=O)[O-],-0.2,8,-2,8.1,-3,1,11,14,-17
Cc1ccc(CNC(=O)c2cc(Cl)cc(Cl)c2)n1C,0.1,6,-4,0.6,-7,2,4,16,16
Cc1noc(C)c1COC(=O)CCCc1c[nH]c2ccccc12,-1.6,-4,0,-0.4,-6,5,0,-8,-7
CCCn1nnc(NC(=O)COc2ccc(C3CCCCC3)cc2)n1,-0.4,1,-7,0.3,0,8,-18,-2,17
CC(C)Oc1ccc(/C=C(\NC(=O)/C=C/c2ccco2)C(=O)NCCc2nc3ccccc3[nH]2)cc1,2.3,10,2,.,.,6,2,-12,.
Cc1nc(SCC(=O)NC(=O)NC2CCCCC2)nc(C)c1C,-0.2,-8,-5,-0.4,-7,1,-4,3,-10
Cc1ccc([N+](=O)[O-])cc1NC(=S)NC(=O)c1cccnc1,-1.0,4,4,0.8,-11,3,9,-1,20
O=C(NCCO)/C(=C/c1cccc([N+](=O)[O-])c1)NC(=O)c1ccco1,0.4,-4,4,0.7,2,7,6,1,-3
O=C(COC(=O)CC1CC2CCC1C2)Nc1cccc(S(=O)(=O)NC2=NCCCCC2)c1 (centres undefined),-0.3,0,0,-0.7,9,7,-9,-12,6
CC1CCN(CC(=O)Nc2cccc([N+](=O)[O-])c2)CC1,-0.1,5,-1,.,-20,0,-5,-1,.
Cc1ccc(C)n1-c1ccc(-c2ccnc(N)n2)cc1,0.1,8,-2,1.5,7,0,16,17,-3
COc1ccc(C2(C(=O)NCCc3ccccc3)CCCC2)cc1OC,-0.2,-7,-6,1.5,7,1,1,0,-5
CC(=O)N1CCc2cc(S(=O)(=O)NCCCN3CCCCC3)ccc21,0.9,-1,6,0.3,3,3,-16,-3,-11
Cc1nc2sccn2c(=O)c1S(=O)(=O)NCCc1ccccc1,0.3,14,-3,-0.8,4,8,-4,12,-19
Cc1ccc(-n2c(C)nnc2SCC(=O)N2CCc3ccccc3C2)cc1,-0.3,-6,-6,-0.7,6,0,-12,0,-26
Cc1csc(-c2cnn(-c3ccccc3)c2NC(=O)c2ccc(C(F)(F)F)cc2)n1,-0.6,-6,18,-0.6,-4,0,7,1,9
CN1CCN(S(=O)(=O)c2cc(Cl)c(Cl)cc2Cl)CC1,-0.1,-7,-2,-1.0,17,4,-13,-3,-20
c1ccc(Nc2nc(-c3ccccn3)cs2)cc1,1.2,5,-8,0.8,-14,4,?,9,7
Cc1cc(C(=O)CSc2nnc(-c3ccc(Cl)cc3)n2CC2CCCO2)c(C)n1C (centres undefined),-0.4,-1,5,0.4,-11,0,20,-7,-26
CC(=O)CCc1oc2ccc(NC(C)=O)cc2c1-c1ccc(C)o1,-0.3,2,-2,-1.9,4,0,-11,16,-15
N#Cc1c(NC(=O)CSc2nc3c(c(C(F)(F)F)n2)CCc2ccccc2-3)sc2c1CCCC2,0.2,-1,-2,-1.5,3,2,2,-11,-11
COc1ccc(-c2c(C)oc3c(CN4CCOCC4)c(O)ccc3c2=O)cc1,-0.7,-6,-8,-1.5,3,2,-5,-9,-1
COc1ccc(NC(=O)COC(=O)c2ccc([N+](=O)[O-])o2)cc1Cl,0.1,-4,-6,0.4,10,3,22,-25,-1
CN1CCC(C2(O)c3ccccc3CCc3ccccc32)CC1,1.4,-5,-4,1.6,-16,13,.,-30,-3

# In the list so far, two have a CF3 group:
smiles,TRHR agonist,TRHR PAM,D1 PAM,D2 ag,D2 PAM,D1 ag,RXFP1 antagonist,D1 antagonist,D2 antag
Cc1csc(-c2cnn(-c3ccccc3)c2NC(=O)c2ccc(C(F)(F)F)cc2)n1,-0.6,-6,18,-0.6,-4,0,7,1,9
N#Cc1c(NC(=O)CSc2nc3c(c(C(F)(F)F)n2)CCc2ccccc2-3)sc2c1CCCC2,0.2,-1,-2,-1.5,3,2,2,-11,-11

# Additional compounds
smiles,TRHR agonist,TRHR PAM,D1 PAM,D2 ag,D2 PAM,D1 ag,RXFP1 antagonist,D1 antagonist,D2 antag
Cc1c(Br)c(C(F)(F)F)nn1CC(=O)NCc1ccccc1,-0.1,0,-6,-2.0,8,2,-13,-13,-2
Cc1cc2c(n1-c1ccc(C(=O)NCc3ccc(OC(C)C)cc3)cc1)CCCC2,-0.6,-18,1,0.5,0,1,3,-12,.
CCn1cc(C(=O)O)c(=O)c2cc(OC)ccc21,0.3,2,0,-0.6,7,1,2,4,-1
O=C(CSC(=S)N1CCOCC1)c1cc(Br)cc(Br)c1O,0.5,-3,-2,0.8,-5,3,6,-5,-7
COc1ccc(Cn2c(CNS(=O)(=O)c3ccc(Cl)s3)nc3cccnc32)cc1,-0.4,21,-5,0.5,0,0,-3,17,.
O=C1C=C(O)C(n2cncn2)C(c2cc(F)ccc2F)C1 (centres undefined),0.8,0,-3,-0.2,11,0,-14,.,-3
Cc1ccc(OCC(=O)Nc2cccc(-c3nc4ccccc4o3)c2C)cc1C,4.2,10,0,.,14,1,.,4,.
c1cc2nc(C34CC5CC(CC(C5)C3)C4)[nH]c2cn1,-0.1,-3,-2,0.6,-3,2,2,-2,-4

# Source: PubChem BioAssay (National Center for Advancing Translational Sciences (NCATS))
